Peg3 prom inh: inhibitors of Peg3 promoter; HeLa PEG-Prom luciferase reporter, luminescence, overnight; inhibition, % at 20 µM; 360,000 compounds, 1.7% hits;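 active = inhibition of at least 50% at 20 µM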
PDI inh: PDI (human) enzyme inhibition | PDI insulin aggregation turbidity, A650, 90 min | inhibition, % at 10 µM | 350,000 compounds, 0.052% hits;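 active = mean inhibition across replicates of 30% or more, whatever share of single replicates reach that level; inconclusive = mean inhibition below 30% while every single replicate reaches 30%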;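 note: absorbance from insulin aggregation driven by PDI reduction with DTT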
Target sequence (P07237 whole entry, looked up): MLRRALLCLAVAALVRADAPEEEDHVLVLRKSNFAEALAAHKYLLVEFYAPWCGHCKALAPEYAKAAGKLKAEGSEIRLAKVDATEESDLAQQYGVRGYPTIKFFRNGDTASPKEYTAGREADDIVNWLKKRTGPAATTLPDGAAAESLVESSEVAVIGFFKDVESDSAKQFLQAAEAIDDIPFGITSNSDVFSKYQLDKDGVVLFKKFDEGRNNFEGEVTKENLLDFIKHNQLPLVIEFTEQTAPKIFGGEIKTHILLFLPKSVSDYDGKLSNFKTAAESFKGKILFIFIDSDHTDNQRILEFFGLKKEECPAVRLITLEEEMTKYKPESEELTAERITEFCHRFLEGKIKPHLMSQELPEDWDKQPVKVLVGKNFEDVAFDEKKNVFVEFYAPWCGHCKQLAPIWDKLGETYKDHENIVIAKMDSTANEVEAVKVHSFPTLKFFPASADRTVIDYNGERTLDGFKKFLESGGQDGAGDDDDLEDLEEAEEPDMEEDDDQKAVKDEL
HIF-2a block: blocks HIF-2a reporter activity | 786-0 RCC cells HIF-2a reporter, luciferase luminescence, overnight | inhibition, % at 18.8 µM | 360,000 compounds, 0.72% hits;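 active = inhibition of the luminescence signal of 40% or more relative to plate controls, in a single-dose primary screen at 18.75 µM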
NR2E3 ag-1: agonists of human NR2E3 nuclear receptor | Q9Y5X4 | CHO-S Gal4-NCOR/VP16-NR2E3 two-hybrid, luciferase | AID 602229 | 360,000 compounds, 0.35% hits | inhibition of corepressor binding, % at 3.98 µM;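 active = inhibition above the mean of all tested compounds plus 3 SD, cut at about 70% in these data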;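 note: 0% = DMSO with NR2E3 transfected cells and 100% = cells lacking NR2E3 construct; higher means lower luciferase signal from less NR2E3 corepressor binding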
Target sequence (Q9Y5X4 whole entry, looked up, the tested form may be a part): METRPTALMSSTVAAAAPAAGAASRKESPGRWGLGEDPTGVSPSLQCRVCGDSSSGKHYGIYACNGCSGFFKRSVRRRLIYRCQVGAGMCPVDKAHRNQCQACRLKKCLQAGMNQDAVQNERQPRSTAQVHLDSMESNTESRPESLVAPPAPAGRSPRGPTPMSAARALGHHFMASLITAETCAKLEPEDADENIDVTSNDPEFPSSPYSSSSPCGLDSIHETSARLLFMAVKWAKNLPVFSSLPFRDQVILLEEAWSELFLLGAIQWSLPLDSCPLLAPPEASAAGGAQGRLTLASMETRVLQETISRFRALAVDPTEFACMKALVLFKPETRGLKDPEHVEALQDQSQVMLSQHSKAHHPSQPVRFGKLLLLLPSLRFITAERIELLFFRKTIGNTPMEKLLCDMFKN
CF NFkB block: blocks PAF-induced NF-kB reporter in cystic fibrosis cells. KKLEB NF-kB-GFP reporter, GFP fluorescence overnight. AID 588850. 360,000 compounds, 0.86% hits. inhibition, % at 5 µM;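 active = at least 50% inhibition at 5 µM, scaled per plate between neutral and stimulator controls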;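 note: PAF is a Pseudomonas aeruginosa culture filtrate used as stimulus; plate controls were PAF-stimulated DMSO wells for no effect and unstimulated DMSO wells for full effect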
Vif imaging: blocks HIV Vif function | 340,000 compounds, 0.35% hits | HEK293T cells, Vif self-association by quenched fluorescence, imaging, 24 h | inhibition, % at 7.49 µM; in the data active = inhibition above about 50%, passing the limit was not always enough; inconclusive = no clear call, values can overlap the other calls; inactive = below about 31%; note: some results filed as inactive read as strong as hits
MITF TRPM1 inh: reduces MITF-dependent TRPM1 promoter luciferase signal; SK-MEL-5 TRPM1 promoter luciferase, 24 h; inhibition, % at 12.5 µM; 330,000 compounds, 0.83% hits; AID 488899;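 active = mean inhibition across replicates of 60% or more, whatever share of single replicates reaches that level; inconclusive = some that reach 60%, reason not given; inactive = mean inhibition across replicates below 60%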; note: values of inactives mirror those of a sister screen read the other way
NR2E3 ag-2: agonists of human nuclear receptor NR2E3; AID 2300; Q9Y5X4; GST-NR2E3/biotin-RetCOR TR-FRET, 1536-well; 320,000 compounds, 0.12% hits; inhibition of corepressor binding, % at 4.78 µM;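 active = percent inhibition above the cutoff of mean plus 3 SD of all tested compounds, set per screening campaign, cut at about 20% in these data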;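 note: 0% = DMSO wells and 100% = biotin wells as full block of FRET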
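Format: 1536-well format; test system: GST-NR2E3 and biotin-RetCOR proteins; read-out basis: percent inhibition of TR-FRET ratio; timing: 5 h incubation at 4 °C; detection: time-resolved FRET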
CaV13 ICDI inh: Disruptors of the CACNA1D IQ motif to Ca2+-dependent inactivation inhibitor domain association, primary screening, Förster resonance energy transfer in intact living …; HEK cells, CFP/YFP FRET ICDI-IQ, plate reader, 10 min; percent FRET-ratio fall versus neutral wells; inhibition, % at 12.3 µM; 340,000 compounds, 0.098% hits; AID 743397;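 active = mean replicate inhibition of at least 30% and at least 1% of replicates passing that level; inconclusive = only one of the two criteria is met; inactive = neither criterion is met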;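 note: 0% = median of the neutral control wells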
KKLEB tox: counter-screen for CF NF-kB inhibitors: cytotoxicity. KKLEB CF airway cells viability, ATPlite luminescence, overnight; stronger effect = lower value; cells stimulated with P. aeruginosa culture filtrate. activity change (cytotoxicity), % at 5 µM. 360,000 compounds, 0.36% hits. AID 602141;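 active = corrected activity change at or below -50% at 5 µM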
Shn3 inh set2: inhibitors of Schnurri-3 3'UTR reporter in osteoblasts | Clone20 osteoblast Shn3 3'UTR firefly luciferase, 24 h | inhibition, % at 12.5 µM | 360,000 compounds, 0.52% hits | AID 588674;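 active = mean inhibition of at least 75% with every replicate also reaching 75%; inconclusive = mean inhibition at least 75% but some replicate below; inactive = mean inhibition below 75%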;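 note: 0% = median of neutral control wells and 100% = pilot-screen positive control compound; some compounds past the cut are filed as inactive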
* marks the source's active call; other numbers are inactive results; ? = inconclusive; . = not tested or not shown.

item	compound	Peg3 prom inh	PDI inh	HIF-2a block	NR2E3 ag-1	CF NFkB block	Vif imaging	MITF TRPM1 inh	NR2E3 ag-2	CaV13 ICDI inh	KKLEB tox	Shn3 inh set2
1	CC(C)C[C@@H](CN1C(N)=NC[C@@H]1C)NC(=O)CC12CC3CC(CC(C3)C1)C2	-7.5	0.6	5.8	0.1	1.6	8.8	-9.1	.	-9.9	-6.5	-18.1
2	COC(=O)c1ccc(/C=C/c2ccc3cccc(OC)c3n2)cc1	-68.1	-0.2	-31.8	-15.2	-23.6	-10.6	-18.4	2.7	-5.1	17.7	-9.7
3	O=C1NC2=C(C(=O)c3ccccc32)C(c2ccccc2)N1 (configuration not stated)	12.6	2.9	6.5	-1.5	-12.4	10.1	6.0	0.7	.	8.2	-5.6
4	CN1C[C@@H]2[C@@H]3C(=O)N(C)C(=O)[C@@H]3[C@](C)(C1=O)N2C(=O)c1ccc(Cl)c(Cl)c1	-3.3	-2.2	5.7	23.4	-7.3	5.4	-11.7	.	-10.1	-3.8	37.3
5	Cc1cc(N)n(-c2cc(C)c3ccccc3n2)n1	-205.3	5.6	-201.2	-122.6	-13.3	1.4	-41.6	-2.1	4.2	-23.8	-156.3
6	O=C(CCCNS(=O)(=O)c1cccc2nsnc12)NCc1ccc(Cl)cc1	4.4	2.6	3.3	0.0	9.2	5.5	14.2	-2.3	-4.9	-4.2	9.1
7	Cc1ccc(NC(=O)c2cc3c(s2)CCCC3)cc1	-326.2	4.3	-317.2	-109.7	-16.7	0.1	-151.6	-0.1	-3.2	5.2	-50.7
8	C/C(=N\Nc1nc(Cl)c(Cl)cc1Cl)c1ccc(S(=O)(=O)NCc2ccco2)cc1	26.2	-0.3	-6.1	-21.9	-14.7	-9.0	17.8	-3.1	-15.2	5.4	3.1
9	O=C(Nc1ccc(Cl)cc1)Nc1cccnc1	-177.1	11.7	-214.8	-43.5	1.2	7.3	-5.9	-2.8	-9.1	-1.1	-29.1
10	CCN1C(=O)[C@H]2[C@@H](c3ccc(-c4ccc(OC)cc4)cc3)N[C@@](Cc3ccccc3)(C(=O)OC)[C@H]2C1=O	-9.8	5.0	-37.1	-2.7	-2.1	1.2	-27.7	3.0	-9.7	10.4	-30.7
11	O=C(CSc1nc2ccccc2[nH]1)c1c[nH]c2ccccc12	-171.6	-0.4	-236.6	-21.1	0.6	-2.1	-27.8	1.3	-1.9	-14.1	-36.9
12	COc1ccc(OCCC(=O)OCC(=O)NC(=O)NC2CCCCC2)cc1	20.8	-1.2	4.2	-7.1	1.6	0.2	-1.0	0.8	-5.7	-8.6	23.4
13	O=C(O)c1ccc(NC(C(=O)c2ccccc2)c2ccccc2)cc1 (configuration not stated)	-40.7	-8.0	-129.0	-22.8	-1.9	3.0	-16.1	.	-6.2	0.1	-22.4
14	O=C(Cn1cc(COc2ccc(Br)cc2)nn1)c1ccc(O)cc1	-9.8	1.7	-13.3	13.7	0.7	-1.3	-6.0	.	-4.9	3.0	-2.5
15	Cc1ccc2cc(CN(CCCO)S(=O)(=O)c3ccccc3F)c(=O)[nH]c2c1C	17.3	-12.0	-13.8	-5.6	5.3	-4.1	-4.5	8.7	-4.8	2.1	3.4
16	CC12CCC(=O)N1C(C(=O)Nc1cc(C(F)(F)F)ccc1N1CCOCC1)CS2 (configuration not stated)	4.5	-2.0	5.8	14.1	1.0	-14.2	0.8	-3.2	-6.1	-2.1	-3.8
17	N#Cc1ccccc1NC(=O)CSc1nccn1CCc1ccccc1	-110.5	3.7	-152.3	-65.9	0.2	-3.5	-50.6	7.3	-5.9	-2.6	-54.3
18	O=C(NCc1ccncc1)C1Cc2c(-c3ccccc3Oc3ccccc3)ccnc2O1 (configuration not stated)	17.9	2.6	6.0	-22.1	3.7	.	.	.	-8.2	-8.4	9.6
19	CC(C)CCN1CCN(C2CSCCSC2)CC1CCO (configuration not stated)	-0.5	-2.7	13.3	12.0	7.7	0.2	-0.8	0.3	-5.0	2.8	-22.3
20	COc1ccccc1NC(=O)CNc1ccc(F)c(Cl)c1	-1.8	3.6	10.8	-8.8	19.1	0.0	2.9	0.7	-2.7	-0.4	-7.6
21	COCC1CCN(Cc2cn(-c3ccccc3F)nc2-c2cc(C)sc2C)CC1	-10.3	1.8	8.6	-38.0	14.3	0.3	-10.2	-2.0	-6.5	-1.9	-45.4
22	O=C(O)c1ccc(-c2sc(Nc3ccccc3)n[n+]2-c2ccc(F)cc2)cc1	6.8	4.4	7.9	-17.9	11.5	-5.1	4.4	4.3	.	-20.6	-5.8
23	O=C(CNC(=O)c1ccc(S(=O)(=O)N2CCCC2)cc1)N/N=C/c1ccc(Cl)cc1	18.4	-1.6	20.4	12.5	16.1	-0.2	3.6	-3.6	-4.3	-12.5	5.4
24	CCCCCc1ccc(OCCC[n+]2ccccc2)c(CCCCC)c1	106.6*	25.1	31.9	-9.2	84.7*	-19.7	104.9*	2.0	-2.0	-91.1*	?
25	Nc1ccn(C(C=O)CC(C=O)CO)c(=O)n1 (configuration not stated)	-31.7	.	-13.5	-3.1	-12.8	.	.	.	-12.6	-2.7	-7.0
26	Cc1onc(-c2c(Cl)cccc2Cl)c1C(=O)ONC(=O)c1ccccc1	14.9	12.0	30.9	-10.9	6.9	1.9	6.0	0.5	6.2	7.7	18.5
27	Cc1ccc(NC(=O)CCc2nc3sc4c(c3c(=O)[nH]2)CCCC4)nc1	6.7	-3.1	-13.9	4.6	4.7	-6.2	7.4	-0.5	.	6.6	1.2
28	COc1ccc(CNC(=O)c2ccc(Cl)c(S(=O)(=O)N3CCOCC3)c2)cc1OC	7.8	-7.7	10.8	56.4	6.2	-22.2	17.9	0.9	.	0.0	60.7
29	CCOP(=O)(/C(C#N)=C(/O)c1ccccc1)c1ccccc1 (configuration not stated)	-0.7	-5.5	10.2	9.7	-2.0	-5.5	-15.7	-0.2	-2.8	-6.3	2.7
30	COc1cccc2c1Oc1ncccc1N(C(=O)CCC(=O)NCc1cccc(C)c1)C2	-1.9	-4.0	1.6	-8.6	-4.7	1.0	12.9	0.9	-5.8	-6.6	1.2
31	Cc1ccc(NC(=O)CN2CCOCC2)cc1C	-16.0	6.5	-6.6	-14.6	7.1	-6.7	-12.9	0.0	-4.8	3.3	-7.6
32	CN1CCc2c(OCc3ccc(F)cc3)cccc2C1=O	0.3	1.1	-21.2	-14.5	4.1	4.5	16.2	4.8	-4.7	3.5	7.3
33	CSc1nc2c(c(=O)[nH]1)C(c1cccc(Cl)c1)CC(=O)N2 (configuration not stated)	-3.0	1.4	-1.3	-31.0	8.0	10.5	-17.6	4.7	-3.5	-2.6	-8.7
34	Cc1cccc2c(N=O)c(O)[nH]c12	11.6	3.7	9.4	-6.3	1.0	-3.2	1.6	-0.2	-7.4	7.6	16.5
35	CCCOc1cccc(NC(=O)c2cc(C)oc2C)c1	-40.4	-4.3	-87.0	-1.9	-36.3	-10.6	-21.0	0.7	-1.3	6.6	32.9
36	O=S(=O)(N1CCCCC1)N1CCN(c2ccc(F)cc2)CC1	4.8	-3.0	16.5	-5.5	-1.6	-3.9	-12.9	1.7	-5.3	0.8	-63.7
37	Cc1ccc2cc(CCNC(=O)c3cccc([N+](=O)[O-])c3)c(=O)[nH]c2c1	12.8	10.8	9.0	-17.5	-8.1	4.8	16.5	1.9	-7.1	8.5	46.5
38	CC(=O)Oc1ccc(N2C(=O)C3C(C2=O)C2C=CC3C23CC3)cc1[N+](=O)[O-] (configuration not stated)	7.2	-5.8	7.1	-24.9	-11.1	-5.4	10.9	0.1	-4.5	9.5	-13.9
39	O=C(COC(=O)c1ccc(S(=O)(=O)N2CCCC2)cc1)Nc1cccc(Br)c1	2.1	-11.7	8.6	-27.6	-27.9	0.4	-6.0	-1.0	-2.0	-1.5	-4.2
40	NS(=O)(=O)c1ccc(CCNC(=O)c2cc(-c3ccccc3)nc3ccccc23)cc1	16.7	-4.1	-16.6	-24.9	1.2	-2.3	2.7	-0.7	-4.4	-0.1	-13.9
41	CCC1(c2ccccc2)NC(=O)N(CC(=O)NCCN2C(=O)S/C(=C\c3cccnc3)C2=O)C1=O (configuration not stated)	-1.0	2.0	8.9	-27.1	-13.9	11.8	-3.4	-2.7	-13.4	27.7	-20.0
42	CCc1cccc(C)c1N1C(=O)CC(C)(C)CC1=O	6.1	0.4	16.9	15.4	-2.9	-4.1	6.3	5.9	-4.2	4.7	-2.6
43	COc1ccc(-n2ncc3c2CC(C)(C)CC3NC(=O)CCn2nc(C)cc2C)cc1 (configuration not stated)	7.7	1.5	0.7	25.0	-28.1	2.1	10.4	-0.6	-2.2	13.1	11.3
44	COCCCn1c(=O)c2ccccc2n(CC(=O)NCCC2=CCCCC2)c1=O	9.2	12.2	0.7	-0.4	10.7	4.9	0.2	-0.1	-2.9	-6.6	10.4
45	COc1ccc(OCCSc2nnc(Cc3cccc4ccccc34)n2N)cc1	8.4	-0.6	6.6	-25.8	16.3	3.9	6.8	-2.7	-6.3	-7.4	4.7
46	O=C(Cc1ccc(S(=O)(=O)N2CCOCC2)s1)NCCC(c1ccccc1)c1ccccc1	8.5	1.5	13.1	3.0	4.2	-4.3	-7.2	5.7	-4.4	-3.1	16.4
47	O=C(O)c1ccc(/C=N/NC(=O)c2ccc3c(c2)OCCO3)cc1	3.6	8.0	-17.0	-31.2	11.0	-4.1	6.0	-2.6	-4.4	-1.6	-44.0
48	CC(=O)c1ccc(N2CCN(C(=O)c3cc4c(-c5ccccc5F)nn(C)c4s3)CC2)cc1	0.8	.	-17.0	-16.1	-29.9	-24.2	.	-0.7	-4.1	8.7	43.2
49	CCCS(=O)(=O)N1CCN(CCCc2ccccc2)CC1	-3.8	-2.6	-6.5	-14.3	-1.8	-0.5	0.4	-0.9	-7.2	1.4	-12.5
50	CN(C(=O)COc1ccccc1C(=O)NCCOc1ccccc1)c1ccccc1	106.3*	1.4	-10.4	76.6*	56.9*	5.9	27.5	6.8	-16.2	-25.6	93.7*
51	CC(C)NC(=S)N=Nc1c(O)[nH]c2ccc([N+](=O)[O-])cc12	26.3	1.1	37.4	0.3	-68.0	-7.6	32.2	1.1	-7.3	23.7	33.8
52	CN(Cc1ccccc1)c1nc(-c2ccc([N+](=O)[O-])cc2)nc2ccccc12	7.9	1.3	-2.5	-16.3	11.6	-15.0	2.1	-3.0	-5.6	-7.6	24.1

Screening data as filed in PubChem BioAssay.
